Screens deposited in PubChem BioAssay by several laboratories.
M1AAP inhibition: P. falciparum M1AAP inhibitors, biochemical, fluorogenic H-Leu-NHMec substrate, 1536-well (AID 1445) | Aminopeptidase N (Plasmodium falciparum (isolate 3D7)) | 220,000 compounds, 0.42% hits | inhibition, % at 30 µM; hits with a dose series show IC50 in µM | recombinant M1AAP, H-Leu-NHMec fluorogenic kinetic assay; higher % means a stronger effect;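 active = primary inhibition above the hit cutoff, then over 50% inhibition at one or more dose response concentrations, cut at about 23% in these data, passing the limit was not always enough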;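 note: plate controls were DMSO full reaction for no effect and no enzyme background for full effect; strong numbers were not always called active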
RSV CPE inhibition: RSV antiviral activity via CPE protection, HEp-2 cells, primary 10 µM value included (AID 2391) | HEp-2 cells, RSV-induced CPE inhibition; higher % means a stronger effect | one-dose CPE inhibition, % at 10 µM; IC50 in µM for titrated hits | 310,000 compounds, 0.13% hits; in the data active = a potency from the dose series; note: strong numbers were not always called active
TNAP activators: human TNAP enzyme activators, primary screen, biochemical, luminescent, no phosphate acceptor, uHTS (AID 1001) | 200,000 compounds, 0.03% hits | one-dose activation fold at 20 µM; EC50 in µM for titrated hits | Alkaline phosphatase, tissue-nonspecific isozyme (Homo sapiens) | purified TNAP, luminescent activation assay, no phosphate acceptor; higher activation fold means a stronger effect; in the data active = activation fold from about 3, or a potency from the dose series; inactive = the rest, 99 in 100 with activation fold below about 1.6; note: many of its hits are not listed in these tables
T cell modulator: modulators of CD8 T cell-vesicle binding, primary screen, mouse 2C CD8+ T cells, flow cytometry; 330,000 compounds, 0.068% hits; AID 2052, 2009; calls only at 7 µM; 2C CD8+ T cell-vesicle binding; hits give low values;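 active = response, share of CD8 T cells binding vesicles, and their 90th percentile fluorescence all below set limits, cut at about 80% in these data, passing the limit was not always enough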
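Read-out – percent CD8+ FL2 mean versus row control · System – murine 2C transgenic CD8+ T lymphocytes · Times – 1.5 h cell–vesicle binding at 37 °C, then 20 min icy labelling · Control set – naked vesicles low, QL9 vesicles with vehicle high · Detection – cytometric PE anti-B7-1 and Alexa647 anti-CD8 signals after 1% paraformaldehyde fixation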
human PMI inhibition: inhibitors of human PMI, primary screen, biochemical, fluorescence intensity, coupled assay (AID 1209); 190,000 compounds, 0.42% hits; inhibition, % at 20 µM, or IC50 in µM where a hit was titrated; purified PMI enzyme, coupled fluorescence intensity; higher % means a stronger effect;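 note: plate controls were DMSO vehicle for no effect and wells lacking substrate for full effect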
UTI89 phage lysis: inhibition of K1F phage lysis, E. coli UTI89, bacterial capsule biogenesis inhibitors, alamar blue (AID 488966) | 340,000 compounds, 0.02% hits | E. coli UTI89 K1F phage lysis, alamar blue, 2 h; higher % means a stronger effect | inhibition, % at 100 µM, or IC50 in µM where a hit was titrated;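 active = phage lysis inhibition, versus mean bacterial control, above a set limit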;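 note: capsule biogenesis inhibitors block K1F phage lysis so surviving cells raise fluorescence; higher fluorescence means more inhibition of phage lysis; actives were called in the ten point dose series up to 300 µM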
P. falciparum M17LAP: P. falciparum M17LAP inhibitors, primary screen, biochemical, fluorogenic H-Leu-NHMec substrate, 1536-well (AID 1619); recombinant M17LAP, H-Leu-NHMec fluorogenic kinetic assay; higher % means a stronger effect; one-dose inhibition, % at 30 µM; IC50 in µM for titrated hits; 220,000 compounds, 0.38% hits;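 active = compound inhibiting the enzyme by more than half at any dose during confirmatory dose-response retesting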;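 note: plate controls were full reaction with DMSO carrier for no effect and no enzyme background for full effect; strong numbers were not always called active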
PMI inhibition: human PMI inhibitors, high substrate, primary screen, biochemical, fluorescence intensity, high mannose 6-phosphate (AID 1220); Mannose-6-phosphate isomerase (Homo sapiens); recombinant PMI enzyme, coupled fluorescence intensity; higher % means a stronger effect; inhibition, % at 20 µM; hits with a dose series show IC50 in µM; 190,000 compounds, 0.66% hits
West Nile virus CPE: West Nile virus antiviral activity, cell-based, CPE readout (AID 1621). West Nile virus-infected cells, CPE inhibition; higher % means a stronger effect. CPE inhibition, % at 10 µM, or IC50 in µM where a hit was titrated. 290,000 compounds, 0.02% hits; in the data active = a potency from the dose series; note: strong numbers were not always called active
T cell modulator vesicle-bound %: recorded beside T cell modulator, whose call it bears; double positive events, %; measured here: CD8+ vesicle-bound cell fraction;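 binding gate set so that unloaded-vesicle control wells show 10% double positive cells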
Numbers without * were called inactive; i = inactive; x = not tested or not shown; [ ] = remark or other dose. Cut-off read from the data, not from the text of the source, unless noted: active = inhibition above about 50%; inactive = the rest.

Compound	M1AAP inhibition	RSV CPE inhibition	TNAP activators	T cell modulator	T cell modulator vesicle-bound %	human PMI inhibition	UTI89 phage lysis	P. falciparum M17LAP	PMI inhibition	West Nile virus CPE
c1ccc(Cc2noc(CN3CCN(Cc4ccc5c(c4)OCO5)CC3)n2)cc1	4%	-0.3%	1	i	48	-2%	0.1%	-8%	-3%	-0.4%
CCCCNC(=O)CSc1nc2c(sc(=S)n2-c2cc(Cl)ccc2OC)c(=O)[nH]1	x	0.8%	x	i	53	x	0.1%	x	x	0.6%
CCc1cccc(OCCCCNCCCOC)c1	1%	-0.9%	1	i	15	4%	0.0%	6%	-5%	-0.7%
COc1ccc(CNC(=O)CCSc2ccc(F)cc2)cc1OC	0%	1.0%	1.1	i	1	-9%	0.7%	-15%	-10%	x
CC(C)CN(C#N)c1nc(N2CCOCC2)nc(N2CCOCC2)n1	6%	1.9%	1	i	21	-8%	-0.1%	3%	-5%	-0.7%
Cc1ccc(-c2cc(C(=O)Nc3cc(C)on3)c3ccccc3n2)c(C)c1	2%	3.6%	1	i	31	19%	0.3%	-5%	15%	-0.6%
COc1cc(NS(=O)(=O)c2ccc(NC(=O)c3ccc(F)cc3)cc2)ncn1	x	0.9%	x	i	9	x	0.1%	x	x	0.1%
O=c1c2ccccc2[nH]c(=S)n1CCCn1ccnc1	x	0.7%	x	i	25	x	0.1%	x	x	-0.7%
CCOc1ccc(NC(=O)CN2CCc3ccccc3C2)cc1	x	3.0%	x	i	53	x	-0.1%	x	x	-0.3%
CCOC(=O)/C=C/C(=O)OCc1csc(CC(=O)Nc2ccccc2C)n1	x	1.4%	x	i	58	x	0.0%	x	x	-0.3%
CCOC(=O)c1ccc(NC(=O)CSc2ccc(-c3ccncc3)nn2)cc1	3%	5.1%	0.9	i	45	-8%	0.4%	5%	-6%	0.2%
COc1ccc2c(c1OC)C(=O)N1c3ccccc3C(=O)N(c3ccc(F)cc3)C21 (stereo not drawn)	0%	-0.3%	1.1	i	52	4%	3.1%	0%	6%	1.5%
Cc1cc(F)ccc1S(=O)(=O)N1CCCOC1CNC(=O)C(=O)NCCC1=CCCCC1 (stereo not drawn)	0%	1.4%	1.1	i	16	1%	-6.7%	9%	6%	-1.2%
CCOC(=O)C1CCCN(C(=O)CCCOc2cc(=O)n(C)c3ccccc23)C1 (stereo not drawn)	1%	0.5%	1.1	i	35	-4%	0.1%	6%	-5%	0.6%
Cc1ccc(-n2nnnc2Sc2nc([N+](=O)[O-])nn2C)cc1	1%	3.7%	1.1	i	50	13%	4.6%	4%	18%	-0.6%
COc1ccc([N+](=O)[O-])cc1-n1cccc1	4%	2.6%	1.1	i	49	-12%	5.2%	14%	-1%	-0.4%
O=C(Nc1ccccc1Cl)c1ccc(-c2ccccn2)s1	4%	7.8%	x	i	32	x	-1.6%	2%	x	0.6%
Cc1ccc(C)c(CSc2nnc(-c3cccs3)n2Cc2ccco2)c1	-2%	13%	1.1	i	59	9%	-0.2%	3%	5%	-0.5%
CN1C(=O)c2ccccc2Sc2ccc(NC(=O)N3CCCC3)cc21	9%	9.3%	1.1	i	42	-1%	0.9%	32%	0%	0.4%
O=C(NS(=O)(=O)c1ccc2c(c1)OCCO2)c1ccccc1	-1%	1.1%	1	i	23	-6%	3.2%	17%	-14%	0.7%
O=C(Nc1cccnc1)C1CCCN(c2ncnc3c2nc2n3CCCCC2)C1 (stereo not drawn)	x	-0.6%	x	i	43	x	-0.1%	x	x	0.0%
CCOC(=O)C1CCN(c2c(Nc3ccc4c(c3)OCCO4)c(=O)c2=O)CC1	9%	0.5%	1.1	i	40	-2%	6.6%	19%	-4%	-0.2%
CCOc1ccc(N=C2SCC(=O)N2CC)cc1	x	2.9%	x	i	51	x	-2.5%	x	x	-0.7%
Cc1cccc(/C=C(\c2nc3ccccc3[nH]2)S(=O)(=O)c2ccccc2)c1	1%	x	1.1	x	x	14%	-0.2%	-1%	8%	-1.8%
COc1ccc(N2CCN(C3CCCN(Cc4ccccc4OCCO)C3)CC2)cc1 (stereo not drawn)	x	0.4%	x	i	48	x	-1.8%	x	x	-0.6%
O=C(CCSCCC(=O)NCC1CCCO1)NCC1CCCO1 (stereo not drawn)	1%	1.3%	1.1	i	37	14%	-0.2%	-2%	13%	-0.7%
O=C(CSc1nc(Nc2ccccc2)nc(N2CCOCC2)n1)Nc1ccccc1Cl	5%	3.8%	1.1	i	27	16%	1.5%[50 µM]	2%	9%	-0.5%
CN=C1SC(CC(=O)Nc2ccc(C(=O)O)cc2)C(=O)N1C (stereo not drawn)	-3%	-0.2%	1.1	i	68	-11%	4.2%	-1%	-8%	-0.5%
CC(/C=N/NC(=O)c1cccnc1)=C\c1ccccc1	8%	0.6%	2.5	i	28	-1%	0.2%	6%	47%	-0.2%
COc1ccc(C=O)cc1OS(=O)(=O)c1ccccc1[N+](=O)[O-]	5%	2.9%	1.1	i	64	10%	-0.1%	19%	12%	0.3%

Reprinted at random: 2 records from the list.
Compound	M1AAP inhibition	RSV CPE inhibition	TNAP activators	T cell modulator	T cell modulator vesicle-bound %	human PMI inhibition	UTI89 phage lysis	P. falciparum M17LAP	PMI inhibition	West Nile virus CPE
CCOc1ccc(N=C2SCC(=O)N2CC)cc1	x	2.9%	x	i	51	x	-2.5%	x	x	-0.7%
CC(C)CN(C#N)c1nc(N2CCOCC2)nc(N2CCOCC2)n1	6%	1.9%	1	i	21	-8%	-0.1%	3%	-5%	-0.7%

Other results follow:
Compound	M1AAP inhibition	RSV CPE inhibition	TNAP activators	T cell modulator	T cell modulator vesicle-bound %	human PMI inhibition	UTI89 phage lysis	P. falciparum M17LAP	PMI inhibition	West Nile virus CPE
Cc1ccc(NC(=O)c2ccc(S(=O)(=O)C(F)F)cc2)c(C)c1	0%	2.6%	1	i	36	12%	2.3%[50 µM]	-12%	-1%	0.1%
O=S(=O)(c1ccc(-c2nnco2)cc1)N1CCCCC1	x	-0.1%	x	i	25	x	0.5%	x	x	-0.1%
COc1nc2ccccc2nc1N1CCN(c2ccc(F)cc2)CC1	x	3.4%	x	i	33	x	-0.4%[50 µM]	x	x	-1.1%
COc1ccc(N(C(=O)c2ccco2)C(C(=O)NC2CCCC2)c2cccs2)cc1OC (stereo not drawn)	10%	3.4%	1	i	47	-15%	-1.3%	9%	20%	0.6%
O=C(COc1ncnc2c(Cl)cc(Cl)cc12)N1CCN(S(=O)(=O)c2ccccc2)CC1	6%	0.5%	1	i	36	4%	0.5%	-10%	-2%	0.8%
COCCNC(=O)C(c1ccc(C)cc1)N(Cc1cccs1)C(=O)CCC(=O)Nc1ccccn1 (stereo not drawn)	x	0.7%	x	i	57	x	0.0%	x	x	-0.8%
COc1cc2cc(C#N)c(SCC(=O)Nc3cc(C)on3)nc2cc1OC	x	0.6%	x	i	45	x	1.2%	x	x	0.7%
CCOc1ccc(CN2CCN(CCCn3cccn3)CC2CCO)cc1 (stereo not drawn)	7%	-1.7%	1	i	40	-4%	2.2%[50 µM]	3%	-13%	-0.5%
CN(C)CCNc1oc(COc2ccc(Cl)cc2)nc1C#N	-7%	1.2%	1.1	i	24	-1%	2.3%	-8%	-4%	-0.1%
COc1ccc(CNC(=O)C2CCN(S(=O)(=O)c3cccc4nonc34)CC2)cc1	x	0.7%	x	i	8	x	0.3%	x	x	-0.1%
O=C1CC(c2cccc(Br)c2)C2=C(CCCC2=O)N1 (stereo not drawn)	-1%	0.9%	1.1	i	6	8%	0.2%	-35%	3%	x
Cc1ccccc1C(=O)NCC(=O)NNC(=S)NC(=O)c1ccccc1	-7%	2.0%	1.1	i	42	19%	7.6%	47µM*	-18%	0.0%
CCOC(=O)N1CCN(CC(=O)n2c(C)c(C)c3ccccc32)CC1	-5%	0.3%	1	i	21	-1%	-0.6%	6%	-5%	-0.3%
Cc1[nH]nc2c1C(c1cn[nH]c1-c1ccc(F)cc1)C(C#N)=C(N)O2 (stereo not drawn)	15%	0.1%	1.1	i	38	5%	0.6%	11%	9%	-0.1%
O=C(Nc1cccc(Cl)c1N1CCOCC1)c1cccnc1Cl	3%	1.4%	x	i	60	x	0.4%	-10%	x	0.0%
COc1ccc(OC)c(-c2cc(C(=O)N3CCc4ccccc4C3)no2)c1	-1%	15%	1.2	i	38	16%	1.9%	2%	20%	0.1%
O=P(c1ccccc1)(c1ccccc1)C(O)c1ccco1 (stereo not drawn)	2%	0.7%	1.1	i	37	-4%	5.7%	0%	-2%	-0.3%
COC(=O)C(Cc1ccccc1)NC(=O)C(CC(C)C)NC(=O)OC(C)(C)C (stereo not drawn)	-3%	0.3%	1.2	i	25	14%	8.9%	8%	1%	0.0%
CCOP(=O)(c1ccccc1)C1(C#N)CC1 (stereo not drawn)	0%	0.2%	1.1	i	21	-6%	0.5%	-4%	-4%	0.3%
COc1cc(OC)cc(-n2nc(C(=O)NCCCN3CCOCC3)c3ccccc3c2=O)c1	12%	4.3%	1.1	i	29	14%	-0.1%	5%	14%	0.4%
CCOc1cc(C2C(C(=O)c3ccco3)=C(O)C(=O)N2CC2CCCO2)ccc1O (stereo not drawn)	x	1.3%	x	i	21	x	0.4%	x	x	-0.5%
O=C(CCCN1C(=O)c2ccccc2C1=O)OC1CSCC1NC(=O)c1ccccc1 (stereo not drawn)	-2%	x	1.2	i	25	3%	0.1%	7%	2%	0.0%
CSc1ccccc1NC(=O)c1cc(C)on1	4%	0.7%	1.1	i	54	-10%	-0.9%	-3%	-7%	1.5%
Cc1cc2n(n1)C(c1ccccc1)CC(c1ccc(Br)cc1)=N2 (stereo not drawn)	7%	0.6%	1	i	44	-8%	0.7%	2%	-2%	-0.6%
c1ccc(OCc2nnnn2-c2ccccc2)cc1	3%	0.5%	1.1	i	48	6%	2.3%	-2%	6%	-0.1%
CN(C)CCCN=C(NO)c1ccc(Cl)cc1Cl	-3%	0.1%	x	i	43	x	-0.2%	-4%	x	-0.1%
O=C(CCNS(=O)(=O)c1ccc(Br)cc1)Nc1cccc(F)c1	x	6.0%	x	i	14	x	-0.1%	x	x	-0.2%
Cc1ccccc1OCc1nnc(SCC(=O)N2CCc3ccccc32)n1C	3%	0.8%	1.1	i	44	4%	0.6%	6%	10%	-0.5%
